Source: PubChem BioAssay
aSyn yeast rescue – qHTS of alpha-syn Inhibitors: NCGC Sytravon Library Screen | AID 1347070, 2019 | hit rate 0.02% among 94,000 | S. cerevisiae alpha-synuclein toxicity rescue, BacTiter-Glo growth, 24 h | Potency, µM (titrated, usually from 46.1 µM), inactives show at the top dose growth rescue (activation), usual class: activators; active means well fitted activation curve with a large enough effect; inconclusive means small, poorly fitted or top-dose-only effect; further: 0% is about no effect
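Growth restoration measured by BacTiter-Glo luminescence after 24 hr at 30 deg C; alpha-synuclein yeast, raffinose-pregrown to mid-log, were added at OD600=0.02 in galactose medium onto pinned compounds.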
Numbers without * were called inactive; ? = inconclusive; [ ] = dose if it differs, or a comment. Potency means the concentration at half of the fitted maximal effect.

| Compound | aSyn yeast rescue |
| --- | --- |
| CCOc1ccc(OCC)c(NC(=O)c2c(C)nn(-c3ccccc3)c2-n2cccc2)c1 | 7% |
| CCOC(=O)c1c(-c2ccc(C)cc2)csc1NC(=O)c1cc(=O)c2cc(C)cc(C)c2o1 | -11% |
| Cc1ccc(-n2nc(C(=O)N3CCN(c4ccccc4F)CC3)c(=O)n(C)c2=O)cc1 | 1% |
| CC(=O)Nc1cc2cc(NS(=O)(=O)c3ccc(C)cc3)ccc2oc1=O | -6% |
| Cc1cc(C)n2nc(C(=O)N3CCN(Cc4ccc5c(c4)OCO5)CC3)nc2n1 | 7% |
| O=C(OCC(=O)N1CCOCC1)c1ccccc1Br | 7% |
| CCC(OC(=O)C(C)N1C(=O)C(=O)c2ccccc21)C(=O)Nc1ccccc1OC (configuration not stated) | 11% |
| Cc1cc(O)c(C(c2ccccc2)N2CCN(c3ccccc3)CC2)c(=O)n1Cc1ccco1 (configuration not stated) | 14% |
| CC(C)N(Cc1ccccc1)C(=S)Nc1ccccc1F | -26% |
| COc1ccc(-c2cc(C(=O)Nc3c(C(=O)c4ccc(C)cc4)oc4ccccc34)no2)cc1 | -13% |
| COc1ccccc1C(=O)C1CCCN(C(=O)c2ccc(Cl)cc2)C1 (configuration not stated) | 7% |
| CCCC(NCC(=O)Nc1ccccc1C(=O)NC1CC1)c1ccccc1 (configuration not stated) | -3% |

The final 3 entries of the section above open the next one.
| Compound | aSyn yeast rescue |
| --- | --- |
| COc1ccc(-c2cc(C(=O)Nc3c(C(=O)c4ccc(C)cc4)oc4ccccc34)no2)cc1 | -13% |
| COc1ccccc1C(=O)C1CCCN(C(=O)c2ccc(Cl)cc2)C1 (configuration not stated) | 7% |
| CCCC(NCC(=O)Nc1ccccc1C(=O)NC1CC1)c1ccccc1 (configuration not stated) | -3% |
| Oc1ccccc1/C=N/[n+]1ccccc1 | 1% |
| COc1ccc(-n2c(Cc3cccn3C)nnc2SCC(=O)Nc2cccc(Cl)c2)cc1 | 20% |
| CCN(C(=O)Nc1cn(CC(C)C)c(=O)c2ccccc12)c1cc(C)ccc1C | -5% |
| Cc1ccc(Cn2nnc3c(=O)[nH]c(C4CCN(S(=O)(=O)c5ccccc5F)CC4)nc32)cc1 | 8% |
| CC(=O)Nc1ccc(C)cc1-c1nc2ccccc2n(Cc2cccc(Br)c2)c1=O | -5% |
| COc1ccccc1N1CCN(C(=O)c2cc3ccc4ccc(C)[nH]c4c3n2)CC1 | 5% |
| COc1cccc(-c2cc3nc(C)cc(N4CCN(C(=O)c5ccoc5)CC4)n3n2)c1 | -5% |
| O=C(NCc1ccc2c(c1)CCN2C(=O)c1ccncc1)c1ccccc1Cl | -1% |
| CCn1c(C)c(C)c2cc(C(=O)NCCCN3CCCCC3)ccc21 | 3% |
| CC1(C)OC2COC(c3[nH]nc4c(=O)[nH]c(=O)[nH]c34)C2O1 (configuration not stated) | 6% |
| CCNc1ccccc1CP(=O)(c1ccccc1)c1ccccc1O (configuration not stated) | -5% |
| CCc1ccc(NC(=O)N2c3ccccc3Sc3ccccc32)cc1 | -5% |
| N#Cc1c(-c2ccccc2)cc(-c2ccccc2)nc1SCC(=O)Nc1ccc(Cl)cc1 | 1% |
| Cc1nnc(NC(=O)CSc2nc(N)c(NC(=O)c3cccs3)c(=O)[nH]2)s1 | 4% |
| COc1ccc2oc(C(=O)OCC(=O)Nc3ccc(C)c(S(=O)(=O)N4CCOCC4)c3)c(C)c2c1 | 15% |
| CC1(C)CN(c2ccsc2C(=O)O)C1=O | -11% |
| COCCN(CCOC)CC(O)COC(c1ccccc1)c1ccccc1 (configuration not stated) | -10% |
| CCN(CC)C(=O)C1CCCN(c2ccc([N+](=O)[O-])cc2/C=N/NC(=O)c2cccc([N+](=O)[O-])c2)C1 (configuration not stated) | 0% |
| COc1cccc(CN2C(=O)c3ccccc3Sc3ccc(C(=O)NCCc4ccc(Cl)cc4)cc32)c1 | -5% |
| Cc1cc(C)c(NC(=O)C(C)n2nc(-c3ccc(C)c(C)c3)ccc2=O)c(C)c1 (configuration not stated) | -3% |
| c1ccc(Cc2nnc(SCc3nc(-c4cccs4)no3)n2-c2ccccc2)cc1 | 9% |
| CCOc1ccccc1NC(=O)CCCNC(=O)Cn1cnc2sc(C)c(C)c2c1=O | 1% |
| COc1ccccc1CNC(=O)CCC(=O)N1CCOc2ccc(Cl)cc21 | -5% |
| CC(C)Oc1ccc(CNS(=O)(=O)c2csc(C(N)=O)c2)cc1 | 0% |

Some values from the entries so far:
CC(C)Oc1ccc(CNS(=O)(=O)c2csc(C(N)=O)c2)cc1 – aSyn yeast rescue: 0%
COCCN(CCOC)CC(O)COC(c1ccccc1)c1ccccc1 (configuration not stated) – aSyn yeast rescue: -10%
CCOc1ccccc1NC(=O)CCCNC(=O)Cn1cnc2sc(C)c(C)c2c1=O – aSyn yeast rescue: 1%

Next part.
| Compound | aSyn yeast rescue |
| --- | --- |
| Cc1ccc(Cn2c(=O)n(-c3cccc(C(F)(F)F)c3)c(=O)c3c(C)c(C)sc32)c(C)c1 | 8% |
| N#Cc1c(N)n(-c2cccc(Cl)c2)c2nc3ccccc3nc12 | -6% |
| Cc1[nH]n(-c2ccccc2)c(=O)c1C=Nc1ccc(S(=O)(=O)N=C(N)N)cc1 | -3% |
| Cc1c(/C(O)=C2\C(=O)C(=O)N(CCCN(C)C)C2c2ccco2)cnn1-c1ccccc1 (configuration not stated) | 2% |
| Cc1cc2c(=O)n(C)c(SCC(=O)NC3CCCC3)nc2s1 | -17% |
| COc1ccccc1OCCCn1c(-c2ccc(Cl)cc2)nc2ccccc2c1=O | -6% |
| O=C(CSc1nc2c(cnn2-c2ccccc2)c(=O)[nH]1)N1N=C(c2cccs2)CC1c1ccc(F)cc1 (configuration not stated) | 9% |
| Cc1cccc(C(=O)N2CCc3cc(CNC(=O)c4cc5ccccc5[nH]4)ccc32)c1 | -6% |
| O=C(O)CCn1c(-c2ccccc2)cc2ccccc21 | 5% |
| CCCCCCCOc1ccc(-c2ccc(C#N)cn2)cc1 | -11% |
| O=c1oc(-c2ccc(Cl)cc2[N+](=O)[O-])nc2ccccc12 | 10% |
| COc1ccc(-c2coc3c2c(C)cc2oc(=O)c(C)c(C)c23)cc1 | -11% |

Reprinted at random: 2 records from the list
| Compound | aSyn yeast rescue |
| --- | --- |
| O=C(CSc1nc2c(cnn2-c2ccccc2)c(=O)[nH]1)N1N=C(c2cccs2)CC1c1ccc(F)cc1 (configuration not stated) | 9% |
| Cc1nnc(NC(=O)CSc2nc(N)c(NC(=O)c3cccs3)c(=O)[nH]2)s1 | 4% |

(further entries)
molecule | aSyn yeast rescue
O=C(CNC1CCCC1)Nc1ccc(N2CCCCCC2)cc1 | 4%
CCC(=O)Nc1ccc(-c2nc3ncccc3o2)cc1C | -10%
FC(F)(F)c1ccnc(Sc2n[nH]c(C(F)(F)F)n2)c1 | -45%[inhibitor]
COc1ccc(OC)c2sc(N3CCN(C(=O)c4ccco4)CC3)nc12 | 2%
CCc1cnc2c(c1SCC(=O)Nc1ccc(OC)c(OC)c1)c(=O)n(C)c(=O)n2C | -1%
O=C(Cn1nc(C(F)(F)F)c2c1CCCC2)Nc1ccc(F)c(Cl)c1 | -3%
CCn1nnc2cc(C(=O)Nc3ccc(Cl)cc3C)ccc21 | -10%
COc1ccc(Oc2cccc(Cl)c2CNC(=O)CSCC(=O)O)cc1 | 0%
Cc1cccc(-c2noc(CN(C(=O)COc3ccc(C(C)C)cc3)C(C)C)n2)c1 | 9%
O=C(COC(=O)Cc1ccc(Cl)c(Cl)c1)NCCc1ccccc1 | 7%
Cc1cn(C)c(CC(=O)N2CCN(c3cccc(Cl)c3)CC2)c1C(=O)O | 5%
S=C(NCc1ccc(Cl)cc1Cl)Nc1ccccc1 | -1%
CCc1nnc(NC(=O)CSc2nccn2Cc2ccc(C)cc2)s1 | 1%
CCOC(=O)Nc1cccnc1Sc1ccc(Cl)cc1 | 7%
Cc1cc(C)c(NC(=O)Cn2c(=O)n(CCC(C)C)c(=O)c3cccnc32)c(C)c1 | -1%
COC(=O)CSc1cccc2c1C(=O)CC2c1ccccc1 (configuration not stated) | 3%
Cc1ccc(S(=O)(=O)N(C)CC(=O)Nc2cc(C)ccn2)cc1 | 2%
Cc1c(C(=O)NCc2ccccc2)sc2nc3n(c(=O)c12)CCCCC3 | 1%
Cc1ccc(-c2nc(SCC(=O)NCC3CCCO3)c(-c3ccc(Cl)cc3)[nH]2)cc1 (configuration not stated) | 1%
Cc1cc(C)cc(NC(=O)CSc2nc(N)c(NC(=O)c3cccs3)c(=O)[nH]2)c1 | 0%
Cc1cc(C)c(C(=O)NNC(=O)c2cccnc2)c(C)c1 | 9%
Nc1nonc1-c1nc2ccccc2n1CC(=O)N/N=C/c1ccc(-c2ccccc2C(=O)O)o1 | -1%
CCn1c(SCC(=O)Nc2ccccc2C(=O)OC)nc2ccsc2c1=O | 8%
COc1cc(/C=C2\SC(=O)N(CC(=O)Nc3ccc(C)cc3)C2=O)cc(Cl)c1OCC(=O)O | 1%
COc1ccccc1C1(CCN=Cc2ccc(N(C)C)cc2)CCOC(C)(C)C1 (configuration not stated) | 0%
O=C(NCCCn1ccnc1)C(=O)NCC(c1cccnc1)N1CCN(c2ccccc2)CC1 (configuration not stated) | -4%
O=C(COC(=O)Cn1[nH]c(=O)c2ccccc2c1=O)Nc1ncc(Cl)cc1Cl | -5%
CCOc1ccc(C(CC(=O)O)n2cnnn2)cc1OC (configuration not stated) | -9%
Cc1c(NC(=O)c2cccc(NC(=O)C(C)Oc3ccccc3)c2)c(=O)n(-c2ccccc2)n1C (configuration not stated) | 5%
COc1cc(-c2ccc3cc(OC)c(OC)c(OC)c3c2)cc(OC)c1OC | -34%[inhibitor]
COc1ccc(C(C#N)CC(=O)c2ccc(OC)c(OCc3ccccc3)c2)cc1OC (configuration not stated) | 8%
O=c1[nH]c2ccccc2c2nc(-c3cccc(S(=O)(=O)N4CCCC4)c3)nn12 | -7%
CC(NC(=O)c1ccc2c(c1)sc1nc(-c3ccc(F)cc3)cn12)C12CC3CC(CC(C3)C1)C2 (configuration not stated) | -10%
C/C(=N\OC(=O)c1ccc(F)cc1)c1ccc(F)c(F)c1 | -14%
CC(C)(C)c1ccc(C(=O)NCC(=O)N2CCCC2)cc1 | 8%
COc1ccc(S(=O)(=O)N(C)C[C@H]2OCc3cnnn3CCCC(=O)N([C@H](C)CO)C[C@H]2C)cc1 | -6%
O=C(Cn1cnc2ccccc2c1=O)Nc1nc2ccccc2s1 | 3%
CCCCCOc1ccc(C2c3c(oc4ccccc4c3=O)C(=O)N2c2nc(C)c(C)s2)cc1OCC (configuration not stated) | 0%
Cc1cc(C)c2nc(N(Cc3cccnc3)C(=O)c3ccc(S(=O)(=O)N(C)C)cc3)sc2c1 | -5%
COC(=O)c1c(NC(=O)CCCOc2cccc(C)c2)sc2c1CCC(C)C2 (configuration not stated) | -4%
O=C(Nc1ccccc1Cl)N1CCC(CN2CCCCC2)CC1 | -10%
Cc1ccc(Cl)cc1NC(=O)C1CCN(c2nc3ccccc3n3cccc23)CC1 | 5%
Cc1ccccc1C(=O)OCC(=O)Nc1cccc(S(=O)(=O)N2CCCCC2)c1 | 1%
Cn1nc(C(F)(F)F)c2cc(C(=O)O)sc21 | -4%
CCCOc1ccccc1OCC(=O)Nc1cc(Cl)ccc1-n1cncn1 | 4%
CC(=O)c1ccc(NC(=O)Cn2cc(S(=O)(=O)Cc3cccc(Cl)c3)c3ccccc32)cc1 | -3%
CSc1ccc(C2NC(=O)c3c(sc4c3CCN(C)C4)N2)cc1 (configuration not stated) | 4%
CCOc1cccc2sc(N(Cc3cccnc3)C(=O)C3CCCCC3)nc12 | ?
COc1ccc(-c2nc3c(c(SCc4cc(C)ccc4C)n2)Cc2c(CO)cnc(C)c2O3)cc1 | -1%
Cc1ccc([C@H]2C[C@H](O)[C@@H](n3cc(COC(=O)c4ccccc4)nn3)CN2CC2CCCCC2)cc1 | -8%

The listing continues:
molecule | aSyn yeast rescue
Cc1ccc(C)c(N2CCN(S(=O)(=O)c3ccc4c(c3)CCCN4C(=O)C3CCC3)CC2)c1 | 2%
CC1(C)NC(=O)N(CC(O)CN(c2cccc([N+](=O)[O-])c2)S(=O)(=O)c2ccccc2)C1=O (configuration not stated) | -1%
Nc1nc(SCC(=O)N2CCCC2)[nH]c(=O)c1NC(=O)c1ccco1 | 8%
O=[N+]([O-])C(C1CCS(=O)(=O)C1)C1CCS(=O)(=O)C1 (configuration not stated) | 4%
CN(c1ccc(Cl)cc1)S(=O)(=O)c1nnc(NC(=O)C2CCCCC2)s1 | -11%
Cc1ccc(CSc2nnc(SCC(=O)N/N=C/c3ccc(C(=O)O)cc3)s2)cc1 | -2%
CCCCn1c(N)c(N(CC(C)C)C(=O)c2cccs2)c(=O)[nH]c1=O | -7%
Cc1ccc(-c2noc(CN(C(=O)c3ccc4c(c3)OCO4)C(C)C)n2)cc1 | -2%
COc1ccccc1CNC(=O)N1CCN(S(=O)(=O)c2ccc(Cl)cc2)CC1 | 1%
COc1ccc(CC(=O)NNC(=O)CCC(=O)Nc2cc(C)ccc2C)cc1 | -6%
O=C(OCC(=O)N1CCCc2ccccc21)c1cc(S(=O)(=O)N2CCOCC2)ccc1F | -1%
Cc1ccc(OCCCC(=O)Nc2sc3c(c2C(N)=O)CCC(C)C3)cc1 (configuration not stated) | -6%
COc1cccc(NC(=O)Cc2ccc(NC(=O)N3CCCCc4ccccc43)cc2)c1 | 3%
CC(=O)Nc1nnc(SCC(=O)c2ccc(F)cc2)s1 | -7%
O=C(Cn1c(=O)oc2cc(S(=O)(=O)NCc3ccccc3)ccc21)NCc1ccccc1Cl | 2%
CC1=C(C(=O)N2CCOCC2)CC(CC(=O)NC2CC2)C(=O)N1Cc1ccccc1 (configuration not stated) | -6%
COc1ccc(OC)c(CNC(=O)c2cc(-c3ccc(Cl)s3)nc3ccccc23)c1 | -11%
COc1ccc(CNC(=O)CC23CC4CC(CC(C4)C2)C3)cc1OC | 1%

The list is partial. The share of hits here may be higher or lower than overall.
